Bioassay records (PubChem BioAssay)
PAX8 inh HTS: inhibitors of PAX8 transcriptional activity in RMG-I cells; RMG-I TPO-luciferase reporter, SteadyGlo, 24 h; inhibition, % at 12.6 µM; 360,000 compounds, 1.2% hits;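 active = mean replicate inhibition at least 60% with every replicate also reaching 60%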;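 note: luciferase light reporting Pax8 driven TPO promoter activity; plate controls were median of neutral control wells for no effect and mitoxantrone controls for full effect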
S100A4 inh HTS: blocks human S100A4 binding to myosin IIA peptide | P26447 | S100A4/TAMRA-MyoIIA peptide fluorescence polarization | inhibition, % at 10.7 µM | 360,000 compounds, 0.14% hits | AID 652163;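 active = mean inhibition of at least 70% across replicates, with every replicate also reaching that level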
Target sequence (P26447 whole entry, looked up): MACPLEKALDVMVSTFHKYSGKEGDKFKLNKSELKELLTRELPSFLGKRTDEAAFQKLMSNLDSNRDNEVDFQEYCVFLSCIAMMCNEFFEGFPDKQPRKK
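Compound dosing: one dose per compound; test system: human S100A4 monomer with TAMRA-labelled myosin IIA peptide; probe or stimulus: TAMRA-labelled myosin IIA heavy-chain peptide probe, 5 nM; medium: HEPES buffer with Ca2+, pH 7.2; schedule: 5 min incubation before reading; benchmarks: neutral control DMSO, positive control TFP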
PGC1a acetyl inh: lowers PGC1a acetylation signal in U2OS cells; AlphaScreen anti-acetyl-lysine; with virally co-expressed GCN5 acetyltransferase; inhibition, % at 15.6 µM; 350,000 compounds, 0.17% hits; AID 651687;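 active = every replicate shows inhibition of at least 40%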;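 note: 0% = neutral control wells and 100% = positive control wells; some results beyond the cut were filed as inactive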
ERAP1 HTS inh: inhibitors of human ERAP1 aminopeptidase; recombinant ERAP1, Leu-AMC fluorescence, 60 min; Q9NZ08; 340,000 compounds, 0.15% hits; AID 652197; inhibition, % at 10.7 µM;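 active = mean replicate inhibition of at least 30%, or all replicates individually reaching that 30% level; inactive = mean below 30% and not every replicate reaching it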;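 note: 0% = neutral control wells and 100% = L-leucinethiol positive control wells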
Target sequence (Q9NZ08 whole entry, looked up): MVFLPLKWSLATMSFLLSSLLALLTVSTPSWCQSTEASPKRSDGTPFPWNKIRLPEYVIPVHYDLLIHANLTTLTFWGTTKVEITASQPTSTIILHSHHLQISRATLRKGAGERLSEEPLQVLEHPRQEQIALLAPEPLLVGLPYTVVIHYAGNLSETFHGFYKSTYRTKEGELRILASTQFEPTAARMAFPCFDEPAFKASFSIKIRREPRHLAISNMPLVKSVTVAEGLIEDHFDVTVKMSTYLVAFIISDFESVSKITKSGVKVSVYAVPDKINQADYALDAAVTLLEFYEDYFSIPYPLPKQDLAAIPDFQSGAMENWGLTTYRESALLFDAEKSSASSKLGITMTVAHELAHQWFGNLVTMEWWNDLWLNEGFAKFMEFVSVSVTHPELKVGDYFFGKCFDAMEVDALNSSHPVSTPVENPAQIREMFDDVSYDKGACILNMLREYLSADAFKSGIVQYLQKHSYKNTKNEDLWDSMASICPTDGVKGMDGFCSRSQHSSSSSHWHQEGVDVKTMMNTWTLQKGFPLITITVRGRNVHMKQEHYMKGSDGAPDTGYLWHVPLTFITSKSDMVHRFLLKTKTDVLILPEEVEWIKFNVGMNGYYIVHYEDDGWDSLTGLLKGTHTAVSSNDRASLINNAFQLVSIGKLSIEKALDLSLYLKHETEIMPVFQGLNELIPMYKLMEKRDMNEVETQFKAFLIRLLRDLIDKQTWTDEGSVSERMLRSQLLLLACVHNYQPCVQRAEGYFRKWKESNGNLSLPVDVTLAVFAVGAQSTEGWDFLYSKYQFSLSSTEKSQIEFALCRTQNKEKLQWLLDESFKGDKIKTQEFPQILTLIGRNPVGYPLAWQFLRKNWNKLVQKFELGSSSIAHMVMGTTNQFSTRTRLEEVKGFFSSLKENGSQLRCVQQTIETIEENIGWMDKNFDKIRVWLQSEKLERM
LGR2 inh: blocks bursicon-induced cAMP signaling via Drosophila LGR2. inhibition, % at 9.99 µM. 380,000 compounds, 0.35% hits. AID 720647. HEK293 LGR2, CRE-luciferase, bursicon-stimulated, 4 h;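 active = drop in luminescence signal, shown as inhibition above about 50% in the replicate tests, limit read from the data, passing the limit was not always enough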;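 note: agonist challenge used bursicon conditioned medium at about half maximal strength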
PglD inh: inhibitors of Campylobacter jejuni PglD acetyltransferase. AID 602405. 360,000 compounds, 0.098% hits. inhibition, % at 12.5 µM. purified PglD enzyme, DTNB colorimetric CoA detection; in the data active = inhibition above about 16%, passing the limit was not always enough; note: strong numbers were not always called active
FN deposition inh: fibronectin deposition inhibition; AH1F fibroblasts, Alexa488-fibronectin deposition fluorescence, overnight; inhibition, % at 12.6 µM; 350,000 compounds, 0.086% hits;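 active = mean inhibition across replicates of 30% or more, regardless of how many single replicates reach that level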;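 note: positive control wells lacked labelled fibronectin entirely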
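Measured by – fluorescence 485/525 nm · System – AH1F fibroblast monolayer, labelled fibronectin deposition · Amount – 10000 cells per well · Buffer or medium – serum-reduced DMEM (2% serum) · Doses – single dose, pinned · Also added – fluorescent fibronectin at 24 nM final · Schedule – 1 h cell attachment, overnight exposure to compound and label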
EWS-Fli inh: inhibitors of EWS/Fli oncoprotein transcriptional activity; A673 NR0B1-luciferase reporter, viability-normalised; inhibition, % at 12.6 µM; 350,000 compounds, 0.67% hits; AID 651661;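 active = mean inhibition of at least 50% after viability correction, with every replicate also passing that limit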;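 note: firefly luciferase signal divided by Alamar Blue viability fluorescence both relative to DMSO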
* marks the source's active call; other numbers are inactive results; nt = no result given; & = joins results of further samples.

SMILES	PAX8 inh HTS	S100A4 inh HTS	PGC1a acetyl inh	ERAP1 HTS inh	LGR2 inh	PglD inh	FN deposition inh	EWS-Fli inh
C[C@H](CO)N1C[C@H](C)[C@H](CN(C)C(=O)NC2CCCC2)Oc2ncc(-c3cccc(C(F)(F)F)c3)cc2C1=O	3	-13	-5	-4	4	4	-6	-7
O=C(c1ccccc1)N1[C@@H](CO)[C@@H](c2ccccc2)C12CN(CCC(F)(F)F)C2	-6	-2	-14	2	8	nt	nt	-4
NC(=O)NCC(c1ccccc1)C1CCCCC1 (centres undefined)	19	-3	9	-3	nt	1	0	8
Cc1ccc(C2C=NN(c3ccccc3)C2=O)cc1 (centres undefined)	-107	1	3	-2	-39	nt	-5	-37
O=C(O)CN1C(=O)c2ccc(C(=O)c3ccccc3)cc2C1=O	-6	35	8	1	-3	2	-5	-23
C[C@@H]1CN([C@H](C)CO)C(=O)c2cc(/C=C/c3ccccc3)cnc2O[C@@H]1CN(C)Cc1cccc(C(=O)O)c1	1	-9	3	-3	1	4	nt	-10
COC(=O)[C@H]1[C@H](CO)[C@H]2Cn3c(cccc3=O)[C@H]2N1C(=O)C1CC1	-11	5	1	5	-17	0	nt	0
CC(C)NC(=O)N1CC2(C1)[C@H](c1ccccc1)[C@H](CO)N2Cc1cncnc1	1	3	11	-1	4	nt	-6	-14
O=C(O)c1ccccc1C(=O)c1ccc(Cl)cc1	5	-2	-2	-8	8	nt	-2	3
CC(=O)N1[C@H](CO)[C@@H](c2ccccc2)[C@H]1CN(C)C(=O)CN1CCOCC1	1	nt	-1	nt	5	-1	nt	-8
Cc1ccc(S(=O)(=O)N(C)C[C@H]2Oc3cc(C#Cc4ccncc4)ccc3S(=O)(=O)N([C@@H](C)CO)C[C@H]2C)cc1	104*	-28	25	0	nt	-11	nt	19
CCc1cc(CN2CCOCC2)c(NC(=O)c2ccccc2)s1	18	-10	-18	-1	-43	nt	-4	-14
CN(c1ccccc1)S(=O)(=O)c1cccc(NC(=O)c2ccncc2)c1	33	0	nt	-3	26	nt	-4	7
CO[C@@H]1CN(C)C(=O)c2cc(NC(=O)Cc3ccccc3)ccc2OC[C@@H](C)N(C)C[C@H]1C	12	nt	nt	nt	-4	2	nt	11
OC1(c2ccccc2F)CCN(Cc2nnc(-c3ccccc3)o2)CC1	7	nt	0	nt	nt	3	-1	nt
CC(=O)N1CCN(CCS(=O)(=O)c2ccc(Br)cc2)CC1	1	0	-11	3	16	-1	3	-3
O=C(C[n+]1ccccc1)Nc1ccc(Oc2ccccc2)cc1	28	-4	nt	1	-1	nt	-2	11
CC(C)[C@@H]1CC[C@@H](C)C[C@H]1OC(=O)C[n+]1cc(-c2ccc(Cl)cc2)n2c1CCCCC2	113*	2	-15	nt	nt	nt	-1	31
COCC(=O)N(C)C[C@H]1Oc2ncc(C#C[C@@H](C)O)cc2C(=O)N([C@@H](C)CO)C[C@@H]1C	nt	8	19	-2	5	0	3	-4
C[C@@H]1CN([C@H](C)CO)C(=O)c2cc(NS(C)(=O)=O)ccc2O[C@@H](C)CCCCO[C@@H]1CN(C)S(C)(=O)=O	10	nt	2	nt	12	3	nt	-12

Already shown: entries from further up.
SMILES	PAX8 inh HTS	S100A4 inh HTS	PGC1a acetyl inh	ERAP1 HTS inh	LGR2 inh	PglD inh	FN deposition inh	EWS-Fli inh
CCc1cc(CN2CCOCC2)c(NC(=O)c2ccccc2)s1	18	-10	-18	-1	-43	nt	-4	-14
CN(c1ccccc1)S(=O)(=O)c1cccc(NC(=O)c2ccncc2)c1	33	0	nt	-3	26	nt	-4	7
CO[C@@H]1CN(C)C(=O)c2cc(NC(=O)Cc3ccccc3)ccc2OC[C@@H](C)N(C)C[C@H]1C	12	nt	nt	nt	-4	2	nt	11
OC1(c2ccccc2F)CCN(Cc2nnc(-c3ccccc3)o2)CC1	7	nt	0	nt	nt	3	-1	nt
CC(=O)N1CCN(CCS(=O)(=O)c2ccc(Br)cc2)CC1	1	0	-11	3	16	-1	3	-3
O=C(C[n+]1ccccc1)Nc1ccc(Oc2ccccc2)cc1	28	-4	nt	1	-1	nt	-2	11
CC(C)[C@@H]1CC[C@@H](C)C[C@H]1OC(=O)C[n+]1cc(-c2ccc(Cl)cc2)n2c1CCCCC2	113*	2	-15	nt	nt	nt	-1	31
COCC(=O)N(C)C[C@H]1Oc2ncc(C#C[C@@H](C)O)cc2C(=O)N([C@@H](C)CO)C[C@@H]1C	nt	8	19	-2	5	0	3	-4
C[C@@H]1CN([C@H](C)CO)C(=O)c2cc(NS(C)(=O)=O)ccc2O[C@@H](C)CCCCO[C@@H]1CN(C)S(C)(=O)=O	10	nt	2	nt	12	3	nt	-12

(further entries)
SMILES	PAX8 inh HTS	S100A4 inh HTS	PGC1a acetyl inh	ERAP1 HTS inh	LGR2 inh	PglD inh	FN deposition inh	EWS-Fli inh
Cc1ccc(C(=O)NC(=S)NCc2ccco2)cc1	-29	-3	nt	-4	-18	nt	4	-15
O=C1NC(c2ccc(Br)cc2)Nc2ccccc21 (centres undefined)	29	-2	nt	-4	-15	-3	4	24
CCn1c(=O)c2cc(C(=O)NCCCOC)sc2c2ccccc21	-4	-21	nt	-6	-7	4	6	18
O=C(NCc1cccnc1)c1cc(C2CCCCN2C(=O)c2cccs2)on1 (centres undefined)	-17	-1	-5	0	2	-3	1	0
CN(Cc1ccccc1)C(=O)C1CCN(S(=O)(=O)c2cccc3nsnc23)CC1	3	16	nt	1	14	5	8	-5
CCN1C(=O)[C@H]2[C@H]3CN=C(SCc4ccc(C)cc4)N3[C@@](C)(C(=O)OC)[C@H]2C1=O	-12	-4	4	0	2	2	-2	0
CC(C)NC(=O)N(C)C[C@H]1Oc2ncc(C#CC3CC3)cc2C(=O)N([C@H](C)CO)C[C@H]1C	0	18	-6	-4	-4	4	-5	-1
O=C1CC(c2ccc(OCCCCCOc3ccc(C4CC(=O)NC4=O)cc3)cc2)C(=O)N1 (centres undefined)	28	-15	-3	12	36	-2	-1	8
CCOC(=O)c1sc(=NC(=O)c2ccccc2Br)n(C)c1C	-41	-4	4	-2	-89	-2	-11	-49
CN(C)C(=O)C[C@H]1C[C@H]2c3cc(NC(=O)Nc4ccccc4F)ccc3O[C@H]2[C@@H](CO)O1	0	-2	-4	-1	-9	0	-9	-14
N#Cc1cccc(-c2ccc(C3[C@H]4CNC[C@@H]3N4C(=O)Nc3cccc(F)c3)cc2)c1 (some centres undefined)	nt	0	-9	0	2	nt	-1&-14	nt
CCN(C(=O)c1ccc(N2CC3CC(C2)c2cccc(=O)n2C3)c(NC(=O)c2ccncc2)c1)c1cccc(C)c1 (centres undefined)	0	16	-1	-6	1	-1	8	nt
C[C@H]1CN([C@@H](C)CO)C(=O)Cc2cc(NS(=O)(=O)c3ccccc3)ccc2O[C@@H]1CN(C)Cc1ccc(C(=O)Nc2ccccc2N)cc1	5	7	-9	1	-16	1	nt	-17
O=C(O)CCc1ccc(-c2cccs2)n1NC(=O)c1ccc(O)cc1	nt	-5	nt	-2	11	nt	nt	0
COc1ccc(Cc2nnc(SCC(=O)Nc3ccccc3C)n(N)c2=O)cc1	nt	-4	5	-3	-28	5	-1	-3
CN1C(=O)C2(NC(=O)c3ccccc3N2C)c2ccccc21 (centres undefined)	2	-4	-1	-6	12	-3	5	-1
O=C(C[C@H]1CC[C@@H]2[C@H](COC[C@H](O)CN2C(=O)Nc2cc(Cl)cc(Cl)c2)O1)NCC1CCCCC1	-21	6	-6	-3	-18	-1	-8	10
C[C@@H]1CN([C@@H](C)CO)C(=O)Cc2cc(NC(=O)Cn3cnnn3)ccc2O[C@@H]1CN(C)C(=O)Nc1ccc(C(F)(F)F)cc1	nt	2	13	0	-11	12	11	1
O=C(C[C@H]1C[C@H](C(=O)N2CCCCC2)[C@@]2(CCc3ccccc3)c3[nH]c4cc(-c5ccco5)ccc4c3CCN2C1=O)NCc1ccco1	26	-9	-16	-1	-7	1	-3	5
CCCc1nn(C)c(C(=O)Nc2cccc(CC)c2)c1Cl	9	18	7	3	nt	4	3	-62
Cc1cc(NC(=O)Nc2cccc3ccccc23)no1	-20	nt	13	nt	nt	-2	-1	nt
C/C(CC(=O)NCc1ccc(Cl)cc1)=N\NC(=O)c1ccccc1F	-9	-3	nt	17	-14	nt	7	-6
O=c1c2cc(NC(=S)NCc3cccnc3)ccc2nc2n1CCCCC2	-69	-4	nt	1	-73	nt	3	-54
CCOc1ccc(N=C(/C(C(=O)C(=O)N2CCOCC2)=C(\O)c2ccccc2)c2ccccc2)cc1	-152	2	5	2	-61	-3	-2	-38
Cc1cccn2c(=O)c3cc(C(=O)N4CCCC(C)C4)sc3nc12 (centres undefined)	-9	-3	-9	-6	-13	0	4	-63
COCC(=O)N1[C@H](CO)[C@H]2c3ccccc3NC[C@H]21	-10	-8	4	0	-11	1	-2	-5
Cc1ccc(C(=O)N2CCN(C(=O)c3ccco3)CC2)cc1NC(=O)c1ccco1	7	-2	nt	-3	-11	nt	-2	-3
C[C@H]1CN([C@@H](C)CO)C(=O)c2cc(NC(=O)Nc3ccccc3)ccc2O[C@H]1CN(C)C	-8	-19	3	0	-6	0	nt	nt
Cc1ccc(S(=O)(=O)Nc2ccc3c(c2)C(=O)N([C@H](C)CO)C[C@H](C)[C@H](CN(C)C(=O)c2ccccc2)OCCCC[C@@H](C)O3)cc1	8	-4	2	-1	-9	-2	2	-12
N#CC1(Nc2ccc(-c3ccc(Cl)cc3)cc2)CCCC1	-65	-7	nt	-2	nt	nt	1	-37
O=C(COC(=O)c1c(Cl)cccc1Cl)NC1CCCCCCC1	-16	-9	7	1	-23	-3	11	-6
Cc1ccc(C)c(S(=O)(=O)N2CCN(C(=O)c3ccccn3)CC2)c1	7	5	12	-5	-5	-1	-2	5
COc1ccc(CC2SC(N)=NC2=O)cc1 (centres undefined)	14	1	7	-1	7	2	1	3
CC(=O)N[C@@H]1CC[C@@H](CCNC(=O)C2CCC2)O[C@H]1CO	-11	20	-10	-1	12	-4	-2	-1
Cc1ccccc1S(=O)(=O)N(C)C[C@@H]1OCc2ccccc2-c2c(n(C)c3ccccc23)C(=O)N([C@@H](C)CO)C[C@H]1C	nt	-1	-9	0	10	-1	-3	8
N#C[C@@H]1[C@H](c2ccc(-c3ccc(F)cc3)cc2)[C@@H](CO)N1c1nc(-c2ccccc2)cs1	nt	-7	nt	1	-8	nt	-10	-3
Cc1ccc([C@@H]2[C@@H]3C(=O)N(C)C(=O)[C@@H]3[C@]3(C)C(=O)N(CCO)CC(=O)N23)o1	0	8	-5	-3	nt	-1	-1	0
CCOc1ccc(NC(=O)CSCc2cnn(-c3ccccc3)c2-n2cccc2)cc1	-3	nt	-15	nt	nt	-2	-7	nt
O=C(COc1ccc2cc(Br)ccc2c1Br)N1CCOCC1	-3	-9	-2	0	-10	-3	4	-22
